Statin myotox sup: suppressors of statin myotoxicity in C2C12 myotubes, primary screen, cell-based, single point, plate reader; C2C12 myotubes + simvastatin, ATP luminescence, 48 h; scaled: DMSO 0, geranylgeraniol control 100; rescue of ATP level, % at 7.49 µM; 330,000 compounds, 0.78% hits; AID 602340, 2012;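 active = mean ATP rescue above about 67%, or every replicate alone reaching that limit, limit read from the data, passing the limit was not always enough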;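 also: myotubes were challenged with 10 µM simvastatin during compound exposure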
SIRT5 inh: SIRT5 desuccinylase inhibitors, primary screen, biochemical, fluorescence imaging, single point, set 5. Purified SirT5, succinyl-peptide AMC, trypsin-coupled fluorescence. inhibition, % at 15 µM. NAD-dependent protein deacylase sirtuin-5, mitochondrial (Homo sapiens), Q9NXA8. AID 652115, 2013. 330,000 compounds, 1.1% hits; in the data active = inhibition above about 15%
Target sequence (Q9NXA8 whole entry, looked up): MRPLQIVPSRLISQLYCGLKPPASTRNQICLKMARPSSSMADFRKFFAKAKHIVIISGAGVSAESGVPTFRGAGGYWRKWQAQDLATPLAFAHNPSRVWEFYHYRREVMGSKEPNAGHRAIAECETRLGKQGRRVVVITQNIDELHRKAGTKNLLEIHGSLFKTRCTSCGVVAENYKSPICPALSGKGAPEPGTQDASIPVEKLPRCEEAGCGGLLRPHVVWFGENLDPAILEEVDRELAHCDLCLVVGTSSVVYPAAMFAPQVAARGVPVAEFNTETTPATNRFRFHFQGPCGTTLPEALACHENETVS
LGR2 inh: inhibitors of bursicon-induced LGR2 CRE-luciferase signal, primary screen, cell-based, HEK293, CRE-luciferase reporter, bursicon stimulation | Drosophila bursicon receptor LGR2 (rickets) | bursicon-stimulated, 4 h | inhibition, % at 9.99 µM | 380,000 compounds, 0.35% hits | AID 720647, 2013;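 active = drop in luminescence signal, shown as inhibition above about 50% in the replicate tests, limit read from the data, passing the limit was not always enough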;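 also: agonist challenge used bursicon conditioned medium at about half maximal strength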
Cneo AK release: Cryptococcus neoformans cell lysis inducers, primary screen, AK release luminescence, single concentration; lysis activity, % at 15 µM; 360,000 compounds, 0.2% hits; C. neoformans lysis, adenylate kinase release luminescence, 4 h; normalised: neutral wells 0, clomiphene wells 100; AID 651654, 2012;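 active = mean lysis activity across replicates of at least 80%, whatever share of replicates individually reach that level; inactive = mean lysis activity below 80%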
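read-out = cell lysis signal | test system = log-phase Cryptococcus neoformans yeast cells | input = cells at 5 × 10^6 per mL | medium = fresh YPD growth medium | signal = luminescent adenylate kinase detection reagent | timing = 4 h at 37 °C static, read 1 h later | dosing = single dose | controls = Clomiphene as positive lysis control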
PGC1a acetyl inh: inhibitors of PGC1a acetylation signal, primary screen, cell-based, U2OS, AlphaScreen, inhibitor mode; 350,000 compounds, 0.17% hits; inhibition, % at 15.6 µM; AID 651687, 2012; AlphaScreen anti-acetyl-lysine; with virally co-expressed GCN5 acetyltransferase;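 active = every replicate shows inhibition of at least 40%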;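 also: 0% = neutral control wells and 100% = positive control wells; some results beyond the cut were filed as inactive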
XiGFP reactiv: activators of inactive X chromosome reactivation, primary screen, imaging, XiGFP fibroblasts, GFP high-content imaging, set 2 | XiGFP mouse fibroblasts, % GFP-positive cells imaging, 3 d; cells co-treated with 5-aza-dC sensitizer; scaled so ellipticine positive control = 100% | activation, % at 7.58 µM | 360,000 compounds, 0.055% hits | AID 743238, 2013;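 active = mean normalized replicate activation at least 10% and every replicate at or above 10%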;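 also: 0% = median of on-plate neutral control wells and 100% = ellipticine 6 µM median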
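Material: XiGFP fibroblasts, SV40-immortalized; Buffer or medium: DMEM containing 5-aza-dC; Compound dosing: single point; Times: 3 days compound exposure.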
S100A4 inh HTS: inhibitors of S100A4-myosin IIA peptide binding, primary screen, biochemical, fluorescence polarization, TAMRA-MyoIIA peptide | Protein S100-A4 (Homo sapiens), P26447 | inhibition, % at 10.7 µM | 360,000 compounds, 0.14% hits | AID 652163, 2013;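 active = mean inhibition of at least 70% across replicates, with every replicate also reaching that level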
Target sequence (P26447 whole entry, looked up): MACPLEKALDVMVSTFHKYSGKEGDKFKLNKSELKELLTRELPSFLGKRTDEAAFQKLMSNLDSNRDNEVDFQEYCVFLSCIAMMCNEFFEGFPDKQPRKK
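Assay system: human S100A4 monomer with TAMRA-labelled myosin IIA peptide / Buffer or medium: Calcium-containing HEPES buffer, pH 7.2 / Reagent: TAMRA-labelled myosin IIA heavy-chain peptide probe, 5 nM / Compound: one dose per compound / Timing: polarization read 5 min after assay mix addition, stable 5–60 min / Benchmarks: neutral control DMSO, positive control TFP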
ERAP1 HTS inh: human ERAP1 aminopeptidase inhibitors, primary screen, biochemical, single point, plate reader; Endoplasmic reticulum aminopeptidase 1 (Homo sapiens), Q9NZ08; recombinant ERAP1, Leu-AMC fluorescence, 60 min; inhibition, % at 10.7 µM; 340,000 compounds, 0.15% hits;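 active = mean replicate inhibition of at least 30%, or all replicates individually reaching that 30% level; inactive = mean below 30% and not every replicate reaching it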;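 also: 0% = neutral control wells and 100% = L-leucinethiol positive control wells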
An asterisk follows results filed as active; / = no result given; & = joins results of further samples. An excerpt; rates above refer to the full screens.

nr	SMILES	Cneo AK release	ERAP1 HTS inh	S100A4 inh HTS	SIRT5 inh
1	CCC(C)c1ccccc1N1CC(C(=O)Nc2ccc(N3CCOCC3)cc2)CC1=O (centres undefined)	-2	5	-4	-3
2	COc1cc(C)c(Cl)cc1S(=O)(=O)n1ccnc1	/	0	-6	-5
3	COc1cccc(/C=C2\SC(=S)N(CCCC(=O)N3CCCCC3CCO)C2=O)c1 (centres undefined)	-5	2	0	5
4	O=c1[nH]c(CSc2nnc(Cc3ccccc3)o2)nc2ccccc12	1	-2	-2	-1
5	CC(=O)c1ccc(-c2cccs2)s1	0	-26	-2	-6
6	CCCNC(=O)Nc1ccc2c(c1)C(=O)N(C)C[C@H](OC)[C@@H](C)CN(C(C)=O)[C@H](C)CO2	-2	2	14	1
7	CCOC(=O)C1CCCN(C(=O)C2CCN(S(=O)(=O)CC)CC2)C1 (centres undefined)	-3	/	/	/
8	Cc1ccc(/C=N\NC(=O)C2CC(=O)N(c3ccccc3)C2)o1 (centres undefined)	-1	-1	-13	-2
9	NS(=O)(=O)c1ccc(CCNC(=O)CN2C(=O)NC(c3ccccc3)(c3ccccc3)C2=O)cc1	-1	-1	17	/
10	COc1ccc(NC(=O)N(C)C[C@@H]2Oc3ccc(NS(=O)(=O)c4ccc(C)cc4)cc3C(=O)N([C@@H](C)CO)C[C@@H]2C)cc1	/	/	/	/

nr	PGC1a acetyl inh	Statin myotox sup	LGR2 inh	XiGFP reactiv
1	-1	-5	-3	0.1
2	12	/	/	0.2
3	6	28	3	0.3
4	-7	-1	23	0.0
5	/	6	-51	-0.1
6	-12	2	-5	0.0
7	1	24	1	/
8	5	/	-11	1.1
9	16	4	/	0.1
10	-11	-5	-8	0.0

An excerpt from above with just SIRT5 inh.
# | structure | SIRT5 inh
2 | COc1cc(C)c(Cl)cc1S(=O)(=O)n1ccnc1 | -5
3 | COc1cccc(/C=C2\SC(=S)N(CCCC(=O)N3CCCCC3CCO)C2=O)c1 (centres undefined) | 5
4 | O=c1[nH]c(CSc2nnc(Cc3ccccc3)o2)nc2ccccc12 | -1

Other records follow.
nr	SMILES	Cneo AK release	ERAP1 HTS inh	S100A4 inh HTS	SIRT5 inh
11	CC1(c2cccc(Br)c2)NC(=O)N(CC(=O)N2CCN(C(=O)c3ccco3)CC2)C1=O (centres undefined)	1	0	-2	-14
12	COc1ccccc1S(=O)(=O)N(C)C[C@@H]1Oc2cc(C#CCC(C)C)ccc2S(=O)(=O)N([C@H](C)CO)C[C@H]1C	53	3	3	28*
13	CCc1ccc2nc(NC(=O)CN3C(=O)NC4(CCCC4)C3=O)sc2c1	-8	-4	-2	-5
14	C[C@@H]1CN([C@@H](C)CO)C(=O)c2cccc(NC(=O)c3cnccn3)c2O[C@H]1CN(C)Cc1ccc(Cl)c(Cl)c1	47	32*	5	11
15	C=CCN1N=C(/C=C/c2ccc(C)cc2)CCC1=O	-16	-4	-2	2
16	CN(C(=O)Cn1cc(C#N)c2ccccc21)c1ccccc1	/	2	18	1
17	O=C(N/N=C/c1cccnc1)c1cccs1	/	-2	1	2
18	CCCn1c(SCC(=O)c2ccc3c(c2)NC(=O)CO3)nc2ccccc21	/	8	-13	-4
19	COc1cc(/C=C2/C(=O)NN(c3ccc(Cl)cc3)C2=O)cc(Br)c1O	4	1	-15	8
20	O=C(CSc1nc(=O)n(CCCN2CCOCC2)c2c1CCCC2)Nc1ccc(F)cc1F	-3	0	0	3

nr	PGC1a acetyl inh	Statin myotox sup	LGR2 inh	XiGFP reactiv
11	-6	8	-12	0.5
12	5	-93	16	0.0
13	-16	2	-31	0.0
14	7	-72	4	0.0
15	10	4	-29	0.0
16	4	/	-7	0.0
17	1	1	-18	0.0
18	/	/	12	0.0
19	-4	-3	4	-0.1
20	/	-2	-7	-0.1

Next results follow.
nr	SMILES	Cneo AK release	ERAP1 HTS inh	S100A4 inh HTS	SIRT5 inh
21	COc1cc2c(cc1OC)C(c1cc3cccc(C)c3[nH]c1=O)N(C(=O)c1ccco1)CC2 (centres undefined)	1	2	1	2
22	CC1CCN(c2ccc3nnc(CCC(=O)Nc4cccc(F)c4)n3n2)CC1	0	0	-4	2
23	COc1cccc(NC(=O)N(C)C[C@H]2Oc3cc(-c4ccccc4F)ccc3S(=O)(=O)N([C@@H](C)CO)C[C@H]2C)c1	-1	5	-6	19*
24	COc1ccc(CNC(=O)CCSCc2ccc(C)cc2)cc1	/	1	9	-4
25	Cc1ccc(NC(=O)CSc2ccccn2)cc1S(=O)(=O)N1CCOCC1	/	2	-6	-6
26	CCCN(C)C[C@H]1Oc2ncc(-c3ccccc3F)cc2C(=O)N([C@@H](C)CO)C[C@H]1C	-8	3	5	-2
27	Cc1noc(C)c1S(=O)(=O)Nc1ccc2c(c1)C(=O)N([C@H](C)CO)C[C@@H](C)[C@H](CN(C)C(=O)CCC(F)(F)F)OCCCC[C@@H](C)O2	0	7	-11	-2
28	CN(C)CC(=O)Nc1ccc2c(c1)[C@H]1C[C@H](CC(=O)NCc3ccc(-c4ccccc4)cc3)O[C@@H](CO)[C@H]1O2	0	3	-9	-1
29	CCc1ccc(S(=O)(=O)NCCc2cn3ccsc3n2)s1	2	3	2	2
30	Cc1cc(C)c2sc(N(CCCN(C)C)C(=O)COc3ccc(Cl)cc3)nc2c1	1	/	5	-2

nr	PGC1a acetyl inh	Statin myotox sup	LGR2 inh	XiGFP reactiv
21	/	24	-15	0.2
22	-14	7	-2	0.0
23	3	-22	/	0.0
24	8	/	-2	0.0
25	-1	/	25	0.4
26	1	9	14	0.0
27	-3	/	0	-1.3
28	-8	6	5	0.1
29	4	2	16	0.1
30	-18	/	9	-0.2

(list continues)
nr	SMILES	Cneo AK release	ERAP1 HTS inh	S100A4 inh HTS	SIRT5 inh
31	C[C@H]1CN([C@@H](C)CO)C(=O)CCCn2nncc2CO[C@@H]1CN(C)C(=O)Nc1ccc(N2CCN(C)CC2)cc1	/	2	1&5	0&-4
32	CC(C)(c1ccccc1)c1ccc(OCCCN2CCNCC2)cc1	/	15	-12	-4
33	Clc1cccc(OCCCN2CCCC2)c1Cl	/	0	0	-3
34	c1ccc(C[C@H]2COc3c4ccccc4nn32)cc1	/	-8	4	1
35	Fc1cccc(Cl)c1C1Nc2cccc3cccc(c23)N1	-2	-3	-3	3
36	O=C1Cc2ccccc2C(c2ccccc2)N1 (centres undefined)	1	/	3	/
37	CNS(=O)(=O)c1cccc(C(=O)NCC2(N3CCCCC3)CCCCC2)c1	-1	2	-24	1
38	COc1ccccc1CN1CC(C(=O)NCC2CCCO2)CC1=O (centres undefined)	0	/	/	/
39	CCOc1ccc(NC(=O)Cn2c(=O)n(CC3CCCO3)c(=O)c3ccccc32)cc1 (centres undefined)	-3	/	-2	15*
40	COc1ccc(C(=O)/C=C/C(=O)N(CC(=O)NC2CCCCC2)Cc2ccc(F)cc2)c(O)c1	-3	-9	-1	-4

nr	PGC1a acetyl inh	Statin myotox sup	LGR2 inh	XiGFP reactiv
31	7	/	-17&-11	0.0&0.4
32	-24	/	7	0.0
33	-6	/	0	0.1
34	/	/	-36	0.0
35	/	10	-2	0.2
36	-3	-9	18	/
37	/	9	1	0.0
38	17	-4	17	/
39	-9	16	-6	-0.1
40	/	11	/	0.0

Molecules shown so far with bromine, in the order listed:
nr	SMILES	Cneo AK release	ERAP1 HTS inh	S100A4 inh HTS	SIRT5 inh
11	CC1(c2cccc(Br)c2)NC(=O)N(CC(=O)N2CCN(C(=O)c3ccco3)CC2)C1=O (centres undefined)	1	0	-2	-14
19	COc1cc(/C=C2/C(=O)NN(c3ccc(Cl)cc3)C2=O)cc(Br)c1O	4	1	-15	8

nr	PGC1a acetyl inh	Statin myotox sup	LGR2 inh	XiGFP reactiv
11	-6	8	-12	0.5
19	-4	-3	4	-0.1

More records follow.
nr	SMILES	Cneo AK release	ERAP1 HTS inh	S100A4 inh HTS	SIRT5 inh
41	Cc1ccc(O)c(NC(=O)c2noc3c2CCCCC3)c1	-5	11	1	6
42	CN1c2ccc(-c3ccc(C#N)cc3)cc2[C@@H]2[C@@H](CCN2C(=O)C2CCCCC2)[C@H]1CO	-1	-1	-8	-20
43	O=C(c1ccc2nccnc2c1)N1CCCC(Nc2ccc(F)c(F)c2)C1 (centres undefined)	3	0	-1	0
44	COCC(=O)Nc1ccc2c(c1)[C@H]1C[C@@H](CC(=O)NCc3ccncc3)O[C@H](CO)[C@H]1O2	2	0	-1	-2
45	C[C@H]1CN([C@@H](C)CO)C(=O)c2cc(NS(C)(=O)=O)ccc2O[C@@H]1CN(C)Cc1ccc(-c2ccccc2)cc1	-2	0	-1	-1
46	CC(NC(=O)c1ccccc1Cl)C(=O)Nc1ccc2c(c1)OCO2 (centres undefined)	/	0	-4	-1
47	CCCn1c(SCCN2CCOCC2)nc2c1c(=O)n(C)c(=O)n2C	0	-4	-4	-1
48	Cc1ccc(OCCOCCN2CCCCC2)c([N+](=O)[O-])c1	/	-8	2	0
49	O=C1COc2ccc(C(=O)COC(=O)/C=C/c3ccc(Br)o3)cc2N1	-1	2	-3	-3
50	CN(Cc1ccccc1)C(=O)CCS(=O)(=O)c1cc2c(cc1Cl)NC(=O)CO2	2	4	-2	2

nr	PGC1a acetyl inh	Statin myotox sup	LGR2 inh	XiGFP reactiv
41	3	-63	-119	0.1
42	12	-4	-21	0.1
43	-12	/	24	0.0
44	7	-5	6	0.1
45	-5	-6	4	-0.2
46	/	/	16	0.0
47	6	-3	-9	0.1
48	/	/	11	0.4
49	5	-5	-4	-0.6
50	/	3	7	-0.1

New compounds follow:
nr	SMILES	Cneo AK release	ERAP1 HTS inh	S100A4 inh HTS	SIRT5 inh
51	COC(=O)C[C@@H]1CC[C@H](NC(=O)Nc2ccc(OC)cc2)[C@@H](CO)O1	/	-1	-12	/
52	CN(C(=O)CC1C(=O)NCCN1C/C=C/c1ccccc1)C1CCOCC1 (centres undefined)	/	0	0	-4
53	CCCCCC(=O)N1CCCCC1	0	1	-3	-3
54	COC(=O)Cc1nnn2c1[C@@H](C)[C@@H](c1ccccc1Br)O[C@@H](C)C2	/	-1	7	/
55	Cc1cc(NS(=O)(=O)c2ccc(Cl)cc2)nn1CC(=O)NCc1ccco1	-1	/	/	/
56	C[C@@H]1CN([C@H](C)CO)C(=O)c2c(c3ccccc3n2C)-c2ccccc2CO[C@H]1CN(C)C(=O)Nc1ccccc1C(F)(F)F	/	5	-15	1
57	C[C@H](CO)N1C[C@H](C)[C@@H](CN(C)Cc2ccc(C(=O)O)cc2)Oc2ccc(NC(=O)Nc3ccc(F)cc3)cc2CC1=O	-2	2	4	2

nr	PGC1a acetyl inh	Statin myotox sup	LGR2 inh	XiGFP reactiv
51	/	/	-14	0.0
52	-1	/	-21	0.0
53	/	-1	2	0.0
54	/	/	-2	-0.1
55	-7	98*	5	/
56	/	/	4	0.4
57	3	11	5	1.2
